E coli RNAP: E. coli RNAP inhibitors, biochemical; DNA-directed RNA polymerase subunit beta (Escherichia coli (strain K12)), P0A8V2; E. coli RNA polymerase, fluorescence transcription assay; inhibition, %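 (tested at 10 µM)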; actives 0.2% (n = 62,000); AID 559, 2006; in the data active = inhibition above about 20%;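 also: 0% = enzyme without compound and 100% = no enzyme blank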
HEK293 NFkB inh: inhibitors of PMA/ionomycin-induced NF-kB reporter, primary screen, antigen receptor NF-kB inhibitor project, cell-based, HEK-293 luciferase reporter, luminescence; HEK-293 NF-kB luciferase reporter; inhibition, % at 3 µM; actives 0.21% (n = 62,000); AID 465, 2006;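 active = inhibition above the mean of all tested compounds plus 3 SD, cut at about 40% in these data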;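 also: 0% = stimulated DMSO wells and 100% = 10 µM reference inhibitor 5653914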
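Timing: 1 h pretreatment, 16 h stimulation, 37 °C; system: HEK-293 cells with stable firefly luciferase reporter driven by four HIV NF-kB elements; doses: 3 µM once, 0.30% DMSO; measured by: luciferase luminescence; control set: DMSO and 10 µM reference inhibitor; repeats: single test; reagent: PMA plus ionomycin mix as NF-kB-activating stimulus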
S1P3 ag: human S1P3 receptor agonists, primary screen, cell-based, primary and confirmation, NFAT-BLA reporter | S1P3 NFAT-BLA reporter cells, agonism, FRET ratio; relative to 1 µM S1P, basal subtracted | Sphingosine 1-phosphate receptor 3 (Homo sapiens), Q99500 | activation, % at 4.5 µM | actives 0.1% (n = 60,000);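 active = activation above the screen-wide mean plus 3 SD, cut at about 4.5% in these data, passing the limit was not always enough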; also: some compounds called inactive have numbers as strong as hits
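Measure – % activation relative to 1 µM S1P (100%), per plate · System – stable CHO line with human S1P3, Gα16, NFAT-BLA reporter · Timing – cells plated overnight, compound 4 h 37 °C, substrate 2 h RT · Technique – fluorescent BLA substrate, ex 405 nm, em 460/535 nm ratio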
D1 mod: D1 CRE-luciferase signal change, two-sided – cell-based, HEK293 D1, dopamine EC30, D1 allosteric modulator project, primary screen. dopamine EC30 potentiation; actives deviate in either direction. B-score at 10 µM. actives 5.9% (n = 58,000). AID 641, 2007;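 active = luminescence count or its row- and column-corrected plate score outside the 99.7% band of the plate's sample wells, on either side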
M1 antag: antagonists of rat M1 muscarinic receptor. Muscarinic acetylcholine receptor M1 (Rattus norvegicus), P08482. B-score at 10 µM. AID 628, 2007. actives 3.4% (n = 64,000). CHO-M1 cells, Fluo-4 calcium, ACh EC80 antagonist mode; stronger effect = lower value;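 active = calcium fluorescence response, raw or row-and-column corrected B-score, differing from the plate sample mean either way at a set confidence level, mostly lower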
Target sequence (P08482 whole entry, looked up): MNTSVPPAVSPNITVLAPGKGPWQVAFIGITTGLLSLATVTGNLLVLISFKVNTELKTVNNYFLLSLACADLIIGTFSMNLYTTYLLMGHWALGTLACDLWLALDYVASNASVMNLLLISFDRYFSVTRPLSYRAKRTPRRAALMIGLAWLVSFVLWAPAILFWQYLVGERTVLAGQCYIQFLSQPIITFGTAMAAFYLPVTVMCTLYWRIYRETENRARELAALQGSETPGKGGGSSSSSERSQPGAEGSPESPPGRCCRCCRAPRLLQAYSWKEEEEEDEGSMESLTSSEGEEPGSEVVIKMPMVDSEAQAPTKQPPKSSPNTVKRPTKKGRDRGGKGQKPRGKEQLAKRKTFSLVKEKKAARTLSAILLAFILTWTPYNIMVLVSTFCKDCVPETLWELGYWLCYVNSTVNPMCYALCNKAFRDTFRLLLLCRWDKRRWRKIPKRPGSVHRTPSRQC
TNAP act mid DEA: human TNAP enzyme activators, primary screen, biochemical, luminescent, intermediate phosphate acceptor level; purified TNAP, CDP-star luminescence, 100 mM DEA, 30 min; stronger effect = higher value; scale: 0 levamisole-inhibited, 1 vehicle-only enzyme; 64,000 tested, under 10 active; activation factor at 20 µM; Alkaline phosphatase, tissue-nonspecific isozyme (Homo sapiens), P05186; AID 813, 2007;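 active = activation factor of at least 2 at 20 µM, relative to controls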
Target sequence (P05186 whole entry, looked up): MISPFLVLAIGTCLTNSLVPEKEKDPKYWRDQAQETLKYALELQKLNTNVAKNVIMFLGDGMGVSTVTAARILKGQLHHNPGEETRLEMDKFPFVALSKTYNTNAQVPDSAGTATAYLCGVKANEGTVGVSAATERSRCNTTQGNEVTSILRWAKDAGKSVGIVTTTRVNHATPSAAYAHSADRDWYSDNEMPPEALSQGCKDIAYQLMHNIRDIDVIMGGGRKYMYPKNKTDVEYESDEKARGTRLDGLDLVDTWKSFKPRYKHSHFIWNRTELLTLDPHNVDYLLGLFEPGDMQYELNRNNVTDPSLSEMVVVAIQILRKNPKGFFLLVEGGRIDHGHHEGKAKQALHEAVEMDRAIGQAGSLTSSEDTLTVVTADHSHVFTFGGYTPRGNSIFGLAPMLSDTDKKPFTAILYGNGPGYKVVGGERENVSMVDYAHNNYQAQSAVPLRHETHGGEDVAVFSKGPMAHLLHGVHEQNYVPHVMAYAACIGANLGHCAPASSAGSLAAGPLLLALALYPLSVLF
M1 agonist: M1 muscarinic receptor agonists, primary screen, CHO-M1 cells, Fluo-4 calcium, agonist mode; Muscarinic acetylcholine receptor M1; Fluo-4 calcium fluorescence; stronger effect = higher value; B-score at 10 µM; actives 3% (n = 64,000); AID 626, 2007;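 active = fluorescence rise, raw or as B-score row- and column-corrected plate score, outside the 99.7% band of its plate's samples, either direction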
S1P1 ag-PAM: S1P1 agonists and agonism potentiators, primary screen, cell-based, primary and confirmation screens, CRE-bla reporter. Sphingosine 1-phosphate receptor 1 (Homo sapiens), P21453. S1P1 CRE-bla cells, forskolin, beta-lactamase FRET, potentiator mode; S1P1 agonist co-added at EC20, 2 nM; 100% = saturating reference agonist, 0% = basal. activation, % at 9.5 µM. actives 0.57% (n = 56,000). AID 449, 2006;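 active = activation above a cutoff set at the mean activation of all tested compounds plus 3 SD, cut at about 54% in these data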;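 also: forskolin at 4 µM as EC80 and the EC20 agonist is SEW2871; 100% = SEW2871 at its EC100 plus forskolin at EC80; some compounds past the cut are filed as inactive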
Jurkat viability: cytotoxicity toward Jurkat T cells, primary screen, cytotoxicity control, cell-based, Jurkat E6.1, 60K MLSMR library. Jurkat E6.1 viability, ATP luminescence, 48 h. inhibition, % at 4 µM. actives 1.2% (n = 56,000). AID 463, 2006;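 active = inhibition above the mean inhibition of all tested compounds plus 3 SD, cut at about 28% in these data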
Active calls of the source: *; x = no result given.

SMILES	E coli RNAP	HEK293 NFkB inh	S1P3 ag	D1 mod	M1 antag	TNAP act mid DEA	M1 agonist	S1P1 ag-PAM	Jurkat viability
COc1ccc(OC)c(-c2cc(C(=O)Nc3c(C)n(C)n(-c4ccccc4)c3=O)no2)c1	8	10	-0.6	1.2	-0.35	0.9	-0.0081	-3	-3
CCCn1c(C)cc(C(=O)COc2ncnc3sccc23)c1C	1	-12	0.2	-2.8	-0.0066	0.8	-0.66	-21	0
O=C(Cn1nc(-c2ccccc2)c2ccccc2c1=O)NCC1CCCO1 (configuration not stated)	3	-4	-1.7	-0.18	0.53	1	-0.33	-27	-1
CC(=O)Nc1c(C(=O)O)oc2ccccc12	6	1	-1.1	-0.24	0.48	0.9	0.12	-26	3
c1ccc(CNC2=NCCCCC2)cc1	1	18	-0.7	-0.066	-0.72	0.9	-0.067	16	6
COc1ccc(Br)cc1/C=c1\sc2nc(-c3ccco3)nn2c1=O	0	-2	-0.2	-0.41	-1.7	1	-1.3	-8	-11
COc1ccccc1NC(=O)CSc1nnc(C2CCCCC2)o1	4	2	-0.4	-0.81	-0.93	0.8	0.052	0	1
COc1ccccc1OCCC(=O)OCC(=O)Nc1ncc(Cl)cc1Cl	5	9	-1.2	-0.46	-0.09	1	-1.4	8	0
CCC(c1nnnn1Cc1cccs1)N1CCN(C2CCCC2)CC1 (configuration not stated)	12	5	-1.2	-0.22	0.51	1	0.031	0	0
Cc1onc(-c2c(F)cccc2Cl)c1C(=O)N1CCN(S(C)(=O)=O)CC1	6	1	0.4	0.66	-0.036	0.9	1.4	-2	-7
CCS(=O)(=O)Nc1ccc(C(=O)CC2(O)C(=O)Nc3ccccc32)cc1 (configuration not stated)	4	3	0.1	-0.43	-1.9	1	-0.041	-6	-2
CCOc1ccccc1C(=O)NCC(=O)OCC(=O)c1ccc2c(c1)OCCO2	9	15	0.0	x	0.19	1	-1.4	-6	-10
Cc1nc2c(-c3ccccc3)c(C)nn2c(C)c1CCC(=O)N1CCOCC1	-9	15	-1.2	1	1.3	1	0.26	8	3
COc1ccc(N(CC(=O)Nc2ccc3c(c2)OCO3)S(=O)(=O)c2ccccc2)c(OC)c1	12	6	-0.8	-0.9	-1.2	0.9	0.74	-6	4
CC1=C(C#N)C(Nc2cccc(C)n2)(C(F)(F)F)C(=O)N1 (configuration not stated)	10	-1	-0.6	x	0.48	1	0.82	5	-6
Cc1ccc2nc(NCc3ccco3)c(C=NCc3ccco3)c(=O)n2c1	3	12	-1.6	0.097	0.07	1	0.0045	-37	4
CCc1ccc(C2CC(=O)NC(SCC(=O)OC(C)C)=C2C#N)cc1 (configuration not stated)	1	-4	0.2	-0.028	1.4	0.9	-0.91	-6	-3
CCCCc1cc2c(c(NC(C)=O)n1)c(=O)oc1ccccc12	6	8	9.9	15*	-0.12	0.8	-0.1	-22	-1
CCCOc1ccc(S(=O)(=O)NCCCN2CCOCC2)c2ccccc12	10	8	-1.4	0.57	1.4	0.9	1.8	x	3
Cc1cc(C)cc(OCC(=O)NCc2nc(-c3ccccc3)no2)c1	7	15	0.1	-0.18	0	0.9	-0.3	-2	-8
O=C(O)CCCCCN1C(=O)CCC1=O	x	x	-4.8	x	0.054	0.9	0.064	4	x
CCOC(=O)N1CCN(C2CC(=O)N(c3ccc(C)cc3)C2=O)CC1 (configuration not stated)	4	10	0.1	0.42	0.23	1	-0.19	-12	-2
CC(C)Oc1ccc2c3c(c(=O)oc2c1)CCC3	-1	-1	-0.7	5.8*	-0.37	0.9	-0.065	-11	6
O=c1oc2ccccc2c(O)c1C=NCc1ccccn1	6	11	0.7	-1	0.58	0.8	-0.67	-12	8
C/C(N)=C(/C#N)C(=O)COC(=O)c1cc(C)n(-c2ccc(F)cc2)c1C	10	-39	0.5	1.8	-0.3	0.9	0.32	1	31
COc1cccc(-c2csc(NC(=O)C3CC3)n2)c1	3	-12	-1.5	-0.61	-0.26	1	0.0024	-2	8
O=c1[nH]c(CN2CCCCC2)nc2c1C1(CCCC1)Cc1ccccc1-2	-7	x	-3.6	x	0.075	1	-0.31	-17	x
O=C1CCCN1CCC1CCN(C2CC(=O)N(Cc3ccc(N4CCCC4=O)cc3)C2=O)CC1 (configuration not stated)	8	4	-0.4	-0.13	0.23	0.9	0.1	-7	2
COC(=O)c1cc(=O)c2ccc(OC)cc2o1	3	18	-0.5	-0.57	0.32	0.9	-0.023	-14	1
COc1ccc(C(CNC(=O)c2ccc(S(=O)(=O)N3CCOCC3)cc2)N2CCCCC2)cc1 (configuration not stated)	2	18	-0.7	-0.21	-3.2*	0.9	-0.69	3	-6
CCOC(=O)N1CCN(Cc2nc(-c3ccc(OC)cc3)no2)CC1	x	2	-0.7	-1.3	-0.26	x	-0.78	-13	-7
c1ccc(N2CCCCC2)c(NC2=NCCC2)c1	0	12	-1.1	-0.39	-0.36	0.9	0.14	10	-6
CCC1(C)Cc2ccccc2-c2nc(NCCO)n(-c3ccccc3)c(=O)c21 (configuration not stated)	-19	x	-0.2	3.8	0.38	0.9	0.61	-13	x
CCCc1cc(=O)[nH]c(SCCOc2ccc(Cl)cc2)n1	1	15	-0.7	0.22	-0.38	0.9	0.13	-31	0
O=C(Nc1ccc(-c2nc3ccccc3[nH]2)cc1)c1ccco1	1	-41	-0.7	x	-1.4	0.9	1.6	-3	3
CS(=O)(=O)c1ccc(N)cc1	2	12	-0.6	0.00078	0.012	0.9	0.9	10	1
COc1ccc(CCNC(=O)CS(=O)Cc2nc(-c3cccs3)oc2C)cc1OC (configuration not stated)	-2	23	-0.6	0.67	2.1	1	-0.29	8	12
N#C/C(C(N)=O)=c1/ccc2c(c1)N1C3=C(CCCC3)CC3CCCCC31N=2 (configuration not stated)	8	12	-0.3	-4.7	-1.2	0.8	5.2*	-37	7
Cc1cc(C)c(C2C(C#N)=C(N)Oc3n[nH]c(C)c32)cc1CN1CCCC1 (configuration not stated)	5	1	-0.2	0.47	-1.3	0.9	0.22	-5	-6
Nc1nc(NCc2c(F)cccc2Cl)nn1-c1ccccc1	9	-5	-0.7	0.72	-0.17	0.9	2.7	x	-6

Gathered by group: those above containing a thiophene ring, fused or not
SMILES	E coli RNAP	HEK293 NFkB inh	S1P3 ag	D1 mod	M1 antag	TNAP act mid DEA	M1 agonist	S1P1 ag-PAM	Jurkat viability
CCCn1c(C)cc(C(=O)COc2ncnc3sccc23)c1C	1	-12	0.2	-2.8	-0.0066	0.8	-0.66	-21	0
CCC(c1nnnn1Cc1cccs1)N1CCN(C2CCCC2)CC1 (configuration not stated)	12	5	-1.2	-0.22	0.51	1	0.031	0	0
COc1ccc(CCNC(=O)CS(=O)Cc2nc(-c3cccs3)oc2C)cc1OC (configuration not stated)	-2	23	-0.6	0.67	2.1	1	-0.29	8	12

Among those listed so far, these have a COOH group:
SMILES	E coli RNAP	HEK293 NFkB inh	S1P3 ag	D1 mod	M1 antag	TNAP act mid DEA	M1 agonist	S1P1 ag-PAM	Jurkat viability
CC(=O)Nc1c(C(=O)O)oc2ccccc12	6	1	-1.1	-0.24	0.48	0.9	0.12	-26	3
O=C(O)CCCCCN1C(=O)CCC1=O	x	x	-4.8	x	0.054	0.9	0.064	4	x

(continued)
SMILES	E coli RNAP	HEK293 NFkB inh	S1P3 ag	D1 mod	M1 antag	TNAP act mid DEA	M1 agonist	S1P1 ag-PAM	Jurkat viability
COc1ccccc1N1CCN(CC(O)c2ccc3cc[nH]c3c2)CC1 (configuration not stated)	10	14	-0.7	-2.6*	0.061	0.8	-1.4	19	4
Cc1ccc(C2CC(c3cccc(Cl)c3)n3nc(N)nc3N2)cc1 (configuration not stated)	-6	8	0.7	x	0.65	0.9	-0.89	-12	-2
Cc1cc(C)cc(-n2c3nc4ccccc4nc3c3c(=O)n(Cc4ccco4)cnc32)c1	8	x	-2.6	x	-0.0078	0.9	-0.82	8	x
COc1ccc(Cl)cc1NC(=O)CSc1ncnc2c1oc1ccccc12	x	-2	0.5	1.7	-0.17	x	0.77	-30	-4
COCCNC(=O)C(c1cccs1)N(C(=O)Cn1nnc2ccccc21)c1cccc(C)c1 (configuration not stated)	9	10	0.0	0.084	-18*	0.9	-0.47	9	1
CCOC(=O)C1CCCN(C(=O)c2ccc3c(=O)n(CCOC)c(=S)[nH]c3c2)C1 (configuration not stated)	8	6	x	-0.5	-0.57	0.9	-0.62	x	x
CC(=O)c1cccc(NC(=O)N2CCCC2C(=O)NCc2ccc(F)cc2)c1 (configuration not stated)	6	17	-0.6	x	0.99	0.9	-1.4	8	2
CC(C)Cn1nc(NS(=O)(=O)c2ccccc2)c2cc3ccccc3nc21	-1	18	-2.0	1.1	x	0.9	x	-17	-1
CCCOc1ccc(-c2nnc(-c3ccco3)o2)cc1	10	-14	0.6	-4.7*	-0.11	1	0.52	46	2
COc1ccc(-n2c(COc3ccc(C)cc3)nnc2SCC(N)=O)cc1	x	4	-0.5	x	-0.039	0.9	-0.4	-7	-1
CNS(=O)(=O)c1cc(OCC(N)=O)c(C)cc1Cl	-6	13	-2.2	-0.44	-0.4	1	-0.88	-4	-3
CC(=O)c1cccc(NC(=O)c2ccco2)c1	5	11	0.3	x	-0.49	0.9	-0.82	-5	-8
COc1cccc(-n2nnc3c(=O)n(Cc4ccc(Cl)cc4)cnc32)c1	9	9	x	-0.8	-0.0065	0.8	0.078	x	x
CC(O)C(O)C(O)C(O)C1NCCS1 (configuration not stated)	15	0	0.0	-0.72	0.71	1.1	0.11	0	-4
c1ccc(Cn2ncc3ccccc32)cc1	2	1	-1.3	1.2	0.18	0.9	-0.087	x	0
Cc1c(NC(=O)CSc2nc3c(cnn3-c3ccccc3)c(=O)[nH]2)c(=O)n(-c2ccccc2)n1C	16	5	0.5	0.11	0.079	0.9	0.64	9	-7
Cc1cccc(-n2ccnc2SCC(=O)Nc2nccs2)c1	5	-1	-0.2	1.2	-0.016	1	-0.53	-10	2
CCN(CC)c1ccc(C=N/C(C#N)=C(\N)C#N)cc1	4	-26	0.2	-0.66	-0.73	0.9	-1.1	5	5
CCn1c(COc2ccc(Cl)cc2)nnc1SCC(=O)Nc1ccc2c(c1)OCCO2	-1	4	-0.5	-0.63	-1	0.9	-0.87	6	10
Cn1c(SCC(N)=O)nnc1C1CCN(S(=O)(=O)c2ccccc2C(F)(F)F)CC1	-5	-10	0.1	0.63	0.087	0.9	0.22	16	-6
COc1ccc(N2CC(C(=O)NCCCN3CCOCC3)CC2=O)cc1 (configuration not stated)	4	6	-1.7	0.98	0.56	0.9	-0.097	-24	3
COc1ccccc1CC1(C)NC(=O)N(CC(=O)Nc2cc(C)on2)C1=O (configuration not stated)	7	-12	0.9	-1.3	0.053	0.9	-0.17	7	2
